Screens from PubChem BioAssay.
RNase H inhibition: RNase H inhibition, HIV 1 Gag Pol polyprotein, FRET biochemical assay, screening (AID 372). HIV-1 RT RNase H, FRET RNA/DNA substrate fluorescence; higher % means a stronger effect. 0.77% of 100,000 active. inhibition, % at 10 µM, or IC50 in µM where a hit was titrated; in the data active = inhibition above about 50%
Numbers without * were called inactive. Only part of the results is shown (hit frequency here may not be typical).

item | mol | RNase H inhibition
1 | COc1ccccc1N1C(=O)NC(=O)/C(=C/c2cn(C)c3ccccc23)C1=O | 10.0%
2 | CC1=C(C(=O)OC(C)C)C(c2ccccc2)C2=C(CCCC2=O)N1 (stereo not given) | 6.0%
3 | C=CCn1c(SCC(=O)c2ccc(Br)cc2)nc2sc3c(c2c1=O)CCC3 | 6.0%
4 | Cc1cc(NCCCO)n2c(nc3ccccc32)c1C#N | 9.0%
5 | O=C(c1ccc([N+](=O)[O-])cc1)N1CCSC1c1ccc2c3c(cccc13)CC2 (stereo not given) | 17.0%
6 | O=C(O)CCCC(=O)N(Cc1ccccc1)Cc1ccccc1 | 0.0%
7 | CC(C)Oc1ccc(C(=O)N2CCCc3ccccc32)cc1 | 3.0%
8 | O=C(CN1C(=O)c2cccc3cccc(c23)C1=O)N1CCN(c2ccc(F)cc2)CC1 | 5.0%
9 | C=C(C)Cn1c(-c2ccccc2OC)n[nH]c1=S | 6.0%
10 | COc1ccc(C(=O)/C=C(\C)Nc2ccc(Br)c(Cl)c2)cc1 | 14.0%
11 | Cc1cccc(OCC(=O)N/N=C/c2ccc([N+](=O)[O-])s2)c1 | 0.0%
12 | FC(F)(F)Oc1ccc(N=Cc2ccc(Br)s2)cc1 | 8.0%
13 | Cc1nnc(SCc2ccc([N+](=O)[O-])cc2)s1 | 5.0%
14 | O=C(c1ccc([N+](=O)[O-])cc1)N1CCN(Cc2cccc(Oc3ccccc3)c2)CC1 | 5.0%
15 | CCN1C(=O)/C(=C\c2cc(Cc3ccccc3Cl)ccc2O)SC1=S | 9.0%
16 | COC(=O)C(C)Oc1ccc2ccc(=O)oc2c1 (stereo not given) | 0.0%
17 | CCOC(=O)C1=C(C)N=c2s/c(=C\c3cc(Br)ccc3O)c(=O)n2C1c1cc(OC)ccc1OC (stereo not given) | 14.0%
18 | O=[N+]([O-])c1cccc(N/N=C/c2ccccn2)c1 | 0.0%
19 | N#CC1=C(N)Oc2cc(O)c(Cl)cc2C1c1ccc(F)cc1 (stereo not given) | 13.0%
20 | Cc1ccc2oc(-c3cccc(NC(=O)c4ccc(-c5ccc([N+](=O)[O-])cc5)o4)c3C)nc2c1 | 20.0%
21 | C=CCc1ccc(OCCCCOc2ccccc2F)c(OC)c1 | 24.0%
22 | O=C(NC(=S)Nc1ccc(O)c(-c2nc3ccccc3o2)c1)c1ccc([N+](=O)[O-])cc1 | 9.0%
23 | CCSC1=C(C#N)C2(CCCC2)C(C#N)C(=O)N1 (stereo not given) | 0.0%
24 | Brc1ccc(OCCCCCN2CCOCC2)cc1 | 0.0%
25 | COC(=O)N/N=C\c1cc2c(cc1Cl)OCO2 | 6.0%

From no. 4 as far as 6, copied from above:
item | mol | RNase H inhibition
4 | Cc1cc(NCCCO)n2c(nc3ccccc32)c1C#N | 9.0%
5 | O=C(c1ccc([N+](=O)[O-])cc1)N1CCSC1c1ccc2c3c(cccc13)CC2 (stereo not given) | 17.0%
6 | O=C(O)CCCC(=O)N(Cc1ccccc1)Cc1ccccc1 | 0.0%

More structures.
item | mol | RNase H inhibition
26 | O=C(O)CSc1c2ccccc2cc2ccccc12 | 0.0%
27 | Cc1cc2ncn(S(=O)(=O)c3ccc(I)cc3)c2cc1C | 12.0%
28 | CCc1ccc2oc(-c3cc(N)ccc3Cl)nc2c1 | 34.0%
29 | CCCOc1ccc(/C=N\N(C)c2nc(-c3ccccc3)cc(-c3ccccc3)n2)c(O)c1 | 17.0%
30 | Cc1ncc(C[n+]2csc3ccccc32)c(N)n1 | 0.0%
31 | COc1cc(C=Nc2ccc(C)cc2O)ccc1OC(C)=O | 2.0%
32 | O=C(Cc1ccccc1)Nc1ncc(Cc2ccc(Cl)c(Cl)c2)s1 | 24.0%
33 | CCc1nnc(NC(=O)COc2ccc(Cl)cc2Cl)s1 | 8.0%
34 | CCOc1cc(C(=O)N2CCCC2)cc(OCC)c1OCC | 8.0%
35 | CCOC(=O)C1=C(C)N=c2s/c(=C\c3ccc(-c4cc([N+](=O)[O-])ccc4OC)o3)c(=O)n2C1c1ccc(N(C)C)cc1 (stereo not given) | 25.0%
36 | CCOC(=O)COc1ccc(C=C2C(=O)NC(=O)NC2=O)cc1OCC | 10.0%
37 | Cc1ccc(OCCCCCCNCCO)c(C)c1 | 3.0%
38 | CCN1C(=O)C(c2ccc(O)c(OC)c2)(c2ccc(O)c(OC)c2)c2ccccc21 | 7.0%
39 | CC(=O)C(C(C)=O)C(SCc1ccccc1)c1ccccc1 (stereo not given) | 6.0%
40 | COc1ccc(Cc2cnc(NC(C)=O)s2)cc1 | 9.0%
41 | O=C(N/N=C/c1cccc2ccccc12)c1cccc(Cl)c1 | 7.0%
42 | COc1cc(/C=N/NS(=O)(=O)c2ccc(C(C)(C)C)cc2)cc(OC)c1OC | 2.0%
43 | COC(=O)C1=C(C(=O)OC)SC2(S1)C(C(=O)OC)=C(C(=O)OC)SC1=C2c2ccccc2N(C)C1(C)C | 11.0%
44 | Cc1nc2ccccc2n1C(=O)c1ccco1 | 2.0%
45 | O=C(NCc1ccco1)c1nn2c(c1Br)NC(c1cccs1)CC2C(F)(F)F (stereo not given) | 2.0%
46 | COc1ccc(CNC(=O)NC23CC4CC(CC(C4)C2)C3)cc1 | 6.0%
47 | O=C(Nc1ccccc1O)c1cc(I)ccc1Cl | 0.0%
48 | COc1ccc(OC)c(NS(=O)(=O)c2c(C)cc(C)cc2C)c1 | 16.0%
49 | O=C1CCCN1CCCN=Cc1c(O)[nH]c(=O)[nH]c1=O | 6.0%
50 | Cn1c(-c2ccccc2O)[n+](C)c2ccccc21 | 0.0%

item | mol | RNase H inhibition
51 | CN(C)C=Nc1ccc2nc3c(cc2c1)[nH]c1ccccc13 | 7.0%
52 | COc1ccccc1NC(=O)C(F)(OC(F)(F)C(F)(F)C(F)(F)F)C(F)(F)F (stereo not given) | 9.0%
53 | CCOC(=O)C1CCN(Cc2c(Cl)cccc2Cl)CC1 | 0.0%
54 | O=C(Nc1cccnc1)c1ccccc1Br | 0.0%
55 | CCOc1ccc(OC)cc1/C=N/NC(=O)c1ccc(OCc2ccccc2)cc1 | 16.0%
56 | COc1ccc(OCCCOc2ccc(Cl)c(C)c2)cc1 | 5.0%
57 | O=C(/C=C/c1ccc(F)cc1)Nc1nc(-c2ccccc2)cs1 | 17.0%
58 | CCC(=O)Nc1nc(C)c(-c2csc(Nc3cccc(Cl)c3C)n2)s1 | 13.0%
59 | Cc1cc(/C=C(/C#N)C(=O)Nc2ccc(Cl)cc2)c(C)n1-c1sc2c(c1C#N)CCCC2 | 29.0%
60 | COc1ccc(-c2nc3cc(NC(=S)NC(=O)c4ccccc4C)ccc3o2)cc1Cl | 56.0%*
61 | O=C(O)c1ccccc1NC(=O)C12CC3CC(CC(C3)C1)C2 | 7.0%
62 | COc1ccc(C2C(C(=O)Nc3ccccc3F)=C(C)NC3=C2C(=O)CCC3)cc1OC (stereo not given) | 5.0%
63 | O=C1/C(=C\c2cc([N+](=O)[O-])ccc2OCc2ccc(F)cc2)SC(=S)N1c1ccccc1 | 25.0%
64 | CCOc1ccc(NC(=O)c2ccc(I)cc2)cc1 | 10.0%
65 | COc1ccc(N(CC(=O)NCC(C)C)S(C)(=O)=O)c(OC)c1 | 10.0%
66 | O=C(N/N=C/c1c(Cl)cccc1Cl)c1ccccc1I | 3.0%
67 | O=C(Nc1ccc(NC(=O)c2ccc(Cl)cc2Cl)cc1)c1ccc(Cl)c(Cl)c1 | 30.0%
68 | O=C(Nc1ccc(Cl)cc1)Nc1ccc(-c2ccc(NC(=O)Nc3ccc(Cl)cc3)cc2)cc1 | 57.0%*
69 | Cc1ccc(C(=O)Nc2ccccc2C(C)C)c(Cl)c1 | 6.0%
70 | O=C1c2ccccc2NC(c2ccc(Br)cc2)N1Cc1ccco1 (stereo not given) | 11.0%
71 | CC(C)=NNc1nc2ccccc2s1 | 0.0%
72 | COc1cc(-c2nocc2C(N)=O)cc(OC)c1OC | 4.0%
73 | COc1cc(CN2CCN(S(C)(=O)=O)CC2)cc(OC)c1O | 4.0%
74 | CCOc1cc(C=C2C(=O)NC(=O)NC2=O)ccc1OCCOc1ccc(C)cc1C | 8.0%
75 | COc1ccc(Nc2c([N+](=O)[O-])c(=O)n(C)c3ccccc23)cc1 | 2.0%

An excerpt from above in order of count of non-hydrogen atoms, rising:
item | mol | RNase H inhibition
53 | CCOC(=O)C1CCN(Cc2c(Cl)cccc2Cl)CC1 | 0.0%
61 | O=C(O)c1ccccc1NC(=O)C12CC3CC(CC(C3)C1)C2 | 7.0%
65 | COc1ccc(N(CC(=O)NCC(C)C)S(C)(=O)=O)c(OC)c1 | 10.0%
74 | CCOc1cc(C=C2C(=O)NC(=O)NC2=O)ccc1OCCOc1ccc(C)cc1C | 8.0%

Remaining list, next part.
item | mol | RNase H inhibition
76 | COC(=O)CCCN1C(=O)/C(=C/c2ccccc2Cl)SC1=S | 0.0%
77 | CCOC(=O)C1=C(C)N=c2s/c(=C\c3ccc(C(C)=O)cc3)c(=O)n2C1c1ccccc1 (stereo not given) | 11.0%
78 | N#C/C(=C/Nc1ccc(Br)cc1)c1nc(-c2ccc([N+](=O)[O-])cc2)cs1 | 3.0%
79 | O=[N+]([O-])c1ccc(N2CCN(S(=O)(=O)c3ccccc3)CC2)c(C(F)(F)F)c1 | 9.0%
80 | Cn1c(SCc2ccccc2Cl)nc2ccccc21 | 11.0%
81 | CC(C)Oc1ccc(C(=O)NC(=S)Nc2ccc(Cl)c(Cl)c2)cc1 | 13.0%
82 | CC(=O)NS(=O)(=O)c1ccc(NC(=O)c2ccc([N+](=O)[O-])cc2)cc1 | 2.0%
83 | Cc1nn(-c2ccccc2)c2sc(C(=O)N(C)c3ccccc3)cc12 | 24.0%
84 | Cc1nc2cc(-c3ccc(F)cc3)[nH]n2c(=O)c1C | 12.0%
85 | CCOC(=O)c1c(NC(=O)c2ccc(C)o2)sc(C(C)=O)c1C | 7.0%
86 | O=C1C(=O)N(c2cccc(Cl)c2)C(c2cccc([N+](=O)[O-])c2)/C1=C(\O)c1ccccc1 (stereo not given) | 22.0%
87 | Cc1ccc(-n2cnc3c(sc4nccc(N(C)C)c43)c2=O)cc1 | 16.0%
88 | CCOC(=O)N1CCN(S(=O)(=O)c2ccc(C)cc2)C1c1ccc(OC)cc1 (stereo not given) | 0.0%
89 | C/C(=N\NC(=O)CCc1ccccc1)c1ccc(Cl)s1 | 15.0%
90 | Cc1cccc(Cn2cc(/C=C3\C(=N)N4N=C(C(C)C)SC4=NC3=O)c3ccccc32)c1 | 19.0%
91 | N#Cc1c(N)nc2c(c1-c1ccc([N+](=O)[O-])cc1)CCC2 | 23.0%
92 | O=C1NN(c2ccccc2)C(=O)/C1=C\c1ccccc1I | 20.0%
93 | O=C1NN(c2cccc(Br)c2)C(=O)/C1=C\c1cc([N+](=O)[O-])ccc1Cl | 21.0%
94 | CCOc1ccc(NC(=O)c2c(NC(=O)c3ccc([N+](=O)[O-])cc3)sc3c2CCC3)cc1 | 22.0%
95 | CC(O)c1cccc(NC(=O)c2cnn3c2NC(c2ccco2)CC3C(F)(F)F)c1 (stereo not given) | 0.0%
96 | CCn1c2ccccc2c2cc(C=Nn3c(-c4ccccc4)n[nH]c3=S)ccc21 | 0.0%
97 | O=C(Nc1ccc2oc(-c3ccc(Cl)cc3)nc2c1)c1cc2ccccc2o1 | 5.0%
98 | COc1ccc(C(=O)NC(=S)N2CCSCC2)cc1 | 0.0%
99 | CN(CP(=O)(O)C(O)c1ccccc1)S(C)(=O)=O (stereo not given) | 2.0%
100 | CCOC(=O)c1sc(NC(=O)/C=C/c2cccs2)c(C(=O)OCC)c1C | 20.0%

item | mol | RNase H inhibition
101 | COc1ccc(S(=O)(=O)n2c(C)nc3ccccc32)cc1OC | 0.0%
102 | CC1=C(C(=O)Nc2ccc(C)cc2)C(c2ccc(O)cc2)NC(=S)N1 (stereo not given) | 5.0%
103 | Cc1onc(-c2c(F)cccc2Cl)c1C(=O)Nc1ccc(Br)cc1 | 9.0%
104 | COc1ccc(NC(=O)CN(c2ccc(C)cc2)S(=O)(=O)c2ccc(F)cc2)cc1 | 13.0%
105 | CCOc1ccc(NC(=O)c2ccccc2NC(=O)c2ccccc2Cl)cc1 | 5.0%
106 | CCN(C#N)c1ccc(Cc2ccc(N(C#N)CC)cc2)cc1 | 21.0%
107 | Cc1nn(C)c2[nH]c(C(F)(F)F)cc(=O)c12 | 3.0%
108 | O=C(c1ccc(O)cc1)c1ccc(Cl)cc1 | 6.0%
109 | O=C(CCC(=O)OCC(=O)c1ccc(Br)cc1)Nc1ccc(O)cc1 | 0.0%
110 | CCN(CC)CCN1C(=O)C(=O)/C(=C(/O)c2ccccc2)C1c1cccc([N+](=O)[O-])c1 (stereo not given) | 1.0%
111 | Cc1cccc(NCC(O)Cn2c3ccc(Br)cc3c3cc(Br)ccc32)c1 (stereo not given) | 8.0%
112 | CC12C(=O)C(C)(C(c3ccccc3)=C1c1ccccc1)C1C(=O)N(c3ccc([N+](=O)[O-])cc3)C(=O)C12 (stereo not given) | 19.0%
113 | CCc1nc(SCC(=O)c2ccc(O)c(O)c2)n[nH]1 | 46.0%
114 | COc1ccc(C2C(C#N)=C(N)Oc3cc(N)ccc32)cc1 (stereo not given) | 6.0%
115 | COc1ccc(S(=O)(=O)N2CCN(Cc3ccc(F)cc3)CC2)cc1 | 6.0%
116 | O=C1c2ccccc2-c2ccc3s/c(=c4\sc5ccc6c7c(ccc4c57)C(=O)c4ccccc4-6)c4ccc1c2c34 | 12.0%
117 | CCOC(=O)c1c(NC(=O)/C(C#N)=C/c2ccc(-c3ccc(Cl)cc3)o2)sc2c1CCCC2 | 12.0%
118 | Cc1ccc(NC(=O)c2cccnc2)cc1Cl | 15.0%
119 | Oc1ccc(Br)cc1/C=N/c1ncn[nH]1 | 0.0%
120 | N=C1/C(=C/c2cccc([N+](=O)[O-])c2)C(=O)N=C2SC(c3ccccc3)=NN12 | 14.0%
121 | CC(C)CC(C(=O)Nc1ccccc1C(F)(F)F)N1C(=O)c2ccccc2C1=O (stereo not given) | 6.0%
122 | Cc1c(NC(=O)c2ccc(-c3cccc(Cl)c3)o2)cccc1-c1nc2ncccc2o1 | 16.0%
123 | COc1cc(OC)c(OC)cc1CNc1cccc(C)c1 | 7.0%
124 | Cc1nn(-c2ccccc2)c2c1C(c1c(Cl)cccc1Cl)C(C#N)=C(N)O2 (stereo not given) | 13.0%
125 | COc1ccc(C2CC(=O)C3=C(C2)NC(C)=C(C(=O)OCc2ccccc2)C3c2ccc(OC(C)=O)c(OC)c2)cc1 (stereo not given) | 0.0%
